# Screening results as filed in PubChem.
# HTR5A ag = counter-screen for OPRM1-OPRD1 agonists: human HTR5A agonism | AID 504692 | activation, % at 9.3 µM | 340,000 compounds, 0.61% hits | HTR5A agonist assay, luminescence, cell-based | P47898; in the data active = activation mostly above about 9.5%, no sharp cut-off; inactive = mostly below about 7.6%;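 note: 0% = cells with vehicle only and 100% = reference agonist; strong numbers were not always called active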
# PKA-R1A act = activates the PKA-R1A holoenzyme complex | PKA-R1A dissociation, Cy5-IP20 fluorescence polarization; scaled: DMSO 0%, 113 µM cGMP 100% | P00514+P68181 | activation, % at 11.4 µM | 340,000 compounds, 0.083% hits | AID 504707;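 active = percent activation above the mean of all tested compounds plus 3 SD, cut at about 19% in these data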;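 note: higher means more PKAc released from R1A so a rise in polarization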
# OPRM1-OPRD1 inv = inverse agonist of human OPRM1-OPRD1 heterodimerization. P35372+P41143. cell-based MOR-DOR heterodimer luminescence, inverse agonism. inhibition, % at 9.3 µM. 340,000 compounds, 0.21% hits. AID 504357; in the data active = inhibition above about 22%, passing the limit was not always enough;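 note: 0% = cells with DMSO and 100% = wells without cells with DMSO; values of inactives mirror those of a sister screen read the other way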
# Target sequence (P35372 whole entry, looked up): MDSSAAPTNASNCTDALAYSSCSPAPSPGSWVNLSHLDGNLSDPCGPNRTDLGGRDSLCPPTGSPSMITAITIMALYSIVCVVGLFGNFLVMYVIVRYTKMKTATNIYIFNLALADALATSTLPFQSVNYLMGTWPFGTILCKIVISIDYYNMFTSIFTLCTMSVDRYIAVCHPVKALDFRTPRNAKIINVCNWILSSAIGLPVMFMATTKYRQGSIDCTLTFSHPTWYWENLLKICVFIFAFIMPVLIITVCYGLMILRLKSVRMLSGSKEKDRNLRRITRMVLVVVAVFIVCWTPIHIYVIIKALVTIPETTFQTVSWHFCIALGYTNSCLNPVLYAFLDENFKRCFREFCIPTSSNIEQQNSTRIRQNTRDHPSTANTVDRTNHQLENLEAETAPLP
# Target sequence (P41143 whole entry, looked up): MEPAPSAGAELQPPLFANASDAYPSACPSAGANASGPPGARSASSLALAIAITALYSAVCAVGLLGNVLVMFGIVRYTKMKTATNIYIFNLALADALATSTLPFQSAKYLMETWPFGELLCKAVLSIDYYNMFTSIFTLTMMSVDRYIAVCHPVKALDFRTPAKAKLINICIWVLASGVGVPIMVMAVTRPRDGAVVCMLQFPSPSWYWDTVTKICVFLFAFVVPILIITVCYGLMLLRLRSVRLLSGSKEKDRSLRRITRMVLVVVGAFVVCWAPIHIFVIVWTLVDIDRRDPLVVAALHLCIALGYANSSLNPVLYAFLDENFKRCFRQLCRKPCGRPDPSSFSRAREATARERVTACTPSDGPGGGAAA
# E coli growth = counter-screen for AddAB inhibitors: E. coli growth inhibition. E. coli V3065 growth, OD600 absorbance, 18 h. inhibition, % at 11.9 µM. 330,000 compounds, 0.27% hits. AID 449728;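 active = inhibition above the campaign's mean inhibition across all tested compounds plus 3 SD, cut at about 9.9% in these data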;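 note: uninfected addAB+ strain grown without phage in ampicillin broth; 0% = DMSO wells and 100% = ciprofloxacin 0.95 µg/ml wells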
# PfHsp90 yeast 2 = inhibits growth of yeast expressing Plasmodium falciparum Hsp90. AID 504621. inhibition, % at 9.4 µM. 310,000 compounds, 0.32% hits. S. cerevisiae expressing PfHsp90, BacTiter-Glo ATP, 48 h; yeast lacking PDR1 and PDR3 efflux regulators;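 active = every replicate shows inhibition above about 80%, whatever the replicate mean, limit read from the data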;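 note: 0% = DMSO neutral controls and 100% = 20 µM radicicol positive controls; yeast relying on Plasmodium falciparum Hsp90 in place of its own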
# HTR5A inv ag = counter-screen for OPRM1-OPRD1 inverse agonists: human HTR5A inverse agonism; HTR5A cell line, luminescence; inhibition, % at 9.3 µM; 340,000 compounds, 0.083% hits; AID 504634; in the data active = inhibition mostly above about 23%, no sharp cut-off; inactive = mostly below about 18%;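 note: 0% = cells with DMSO and 100% = no-cell wells with DMSO; some compounds called inactive have numbers as strong as hits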
# Pemphigus Ab inh = blocks pemphigus antibody binding to human desmoglein-3. DSG3-coupled beads, scFv-anti-DSG3-GFP binding, flow cytometry; hits give low values. binding (percent of control), % at 10 µM. 310,000 compounds, 0.48% hits;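 active = binding more than 3 SD below its plate's average and above zero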;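 note: hits lower antibody fragment binding to DSG3; some compounds called inactive have numbers as strong as hits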
# OPRM1-OPRD1 ag = agonists of human mu-delta opioid receptor heterodimerization. P35372+P41143. cells, OPRM1-OPRD1 heterodimerization, luminescence. activation, % at 9.3 µM. 340,000 compounds, 0.3% hits; in the data active = activation above about 18%;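 note: 0% = vehicle-treated cells and 100% = reference agonist; values of inactives mirror those of a sister screen read the other way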
# phage Ecoli inh = E. coli growth loss with phage present | growth absorbance | inhibition, % at 11.9 µM | 360,000 compounds, 0.26% hits; in the data active = inhibition above about 11%
# Mot1-301 SUMO = blocks SUMOylation pathway, rescuing yeast Mot1-301 growth. 320,000 compounds, 1% hits. growth rescue, % at 18.8 µM. S. cerevisiae Mot1-301 growth rescue, ATP luminescence, 38.5C; percent above DMSO median, 100 means doubled;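 active = every valid replicate shows activation above 250% relative to neutral control wells; inactive = the rest, any valid replicate at or below 250%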;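 note: OY570 slx delta 5 strain wells were the positive control but not used for scaling; some compounds called inactive have numbers as strong as hits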
# AddAB inh = less growth of phage-infected E. coli with AddAB; E. coli expressing H. pylori AddAB, absorbance growth; AID 435030; inhibition, % at 11.9 µM; 330,000 compounds, 0.29% hits; in the data active = inhibition above about 12%;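 note: 0% = vehicle wells of infected cells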
# Starred values were filed as active, the others as inactive; · = no result given.
smiles,HTR5A ag,PKA-R1A act,OPRM1-OPRD1 inv,E coli growth,PfHsp90 yeast 2,HTR5A inv ag,Pemphigus Ab inh,OPRM1-OPRD1 ag,phage Ecoli inh,Mot1-301 SUMO,AddAB inh
CC(Oc1ccc2c(-c3ccccc3)cc(=O)oc2c1)C(=O)O (stereo unspecified),-3,0,12,0.2,13,0,104,-2.1,-1.4,12,-0.5
COC(=O)c1sccc1NC(=O)c1ccc(Cl)s1,-2,8,-34,-1.5,-20,24,98,6.2,·,-23,0.0
Cc1cccc(C(=O)NNC(=O)C2CCCO2)c1 (stereo unspecified),-1,1,18,0.3,29,-12,104,-3.4,1.1,-6,2.9
COCCn1c(N)c(Sc2ccc([N+](=O)[O-])cc2)c(=O)[nH]c1=O,-1,-10,8,0.8,-10,3,94,-1.8,0.6,35,0.5
O=C(CSc1nnc(CNc2ccc(F)cc2)o1)N1CCN(C(=O)c2ccco2)CC1,-3,-12,-5,-1.7,7,8,99,0.9,1.1,-7,0.4
CN(Cc1c(F)cccc1Cl)C(=O)C1CC(=O)N(CCc2ccccc2)C1 (stereo unspecified),-3,-7,10,-1.8,-13,8,96,-2.1,0.8,-14,-0.3
CC(C)N(Cc1ccccc1)C(=O)CN1C(=O)NC2(CCCc3ccccc32)C1=O (stereo unspecified),-2,-1,10,2.4,5,12,·,-1.8,4.0,14,1.4
COc1ccc(NC(=O)CN(c2cccc(C(F)(F)F)c2)S(C)(=O)=O)cc1OC,-5,4,0,1.6,26,12,96,0.1,1.5,-19,-2.0
Cc1ccc(S(=O)(=O)Nc2nc3ccccc3nc2Nc2cccc(S(=O)(=O)N3CCCC3)c2)cc1,5,2,-2,-0.8,-3,8,89,0.3,3.5,502,3.1
Cc1ccc(C(=O)C(C)OC(=O)CNS(=O)(=O)c2ccc(C)cc2)cc1 (stereo unspecified),8,-6,2,0.5,-35,-21,·,-0.5,3.2,-8,0.6
COc1ccc(OC)c(/C=N/NC(=O)C(=O)N/N=C/c2cc(OC)ccc2OC)c1,2,4,-7,0.6,-9,-9,54*,1.5,2.4,-4,-0.2
Cn1nccc1NC(=O)Nc1cccc(Cl)c1,2,5,15,1.0,2,-11,110,-2.9,2.1,-24,2.7
O=C(c1cc(S(=O)(=O)NCc2ccco2)ccc1Br)N1CCOCC1,1,8,12,1.1,-46,11,87,-3.0,0.8,18,2.6
O=C(CC1Nc2ccccc2NC1=O)NCCCN1CCCCCC1 (stereo unspecified),1,-14,-1,0.7,-66,24,107,0.1,2.3,0,0.6
O=C(COc1ccc(S(=O)(=O)NC2CCCCC2)cc1)NCc1cccnc1,-1,10,9,-1.2,16,10,121,-1.9,2.2,-3,-1.1
COc1ccc(CN2CCN(C(=O)c3ccco3)CC2)cc1OCc1ccccc1,6,-7,5,-0.4,-7,-18,109,-0.9,1.6,-16,0.2
O=C(O)c1ccccc1NCc1ccco1,4,-5,15,-1.9,-3,-14,94,-3.0,4.0,9,0.1
Cc1cccc(NC(=S)N2CCC(C(=O)c3ccc(F)cc3)CC2)c1,3,10,-2,·,-4,-11,125,0.4,-0.4,·,·
O=c1[nH]c(CN2CCCCC2)nc2c1C1(CCCCC1)Cc1ccccc1-2,1,2,8,-3.4,-7,1,110,-2.0,1.8,-11,-0.5
Cc1cccc(N(C(=O)c2csnn2)C(C(=O)NC2CCCCC2)c2ccncc2)c1 (stereo unspecified),-4,6,-7,-0.1,17,-23,124,0.9,0.9,81,3.2
Clc1ccc(Nc2ccc(-n3ccnc3)nn2)cc1Cl,9,4,-22,1.0,-33,-11,110,3.8,2.0,-4,1.5
O=C(NC(=S)Nc1nc(-c2ccc(Cl)cc2)cs1)c1cccs1,-1,-12,4,0.4,4,2,101,-0.8,-1.1,5,3.5
C/C(=C/Cc1c(O)cc2oc(C)cc(=O)c2c1O)COC1OC(CO)C(O)C(O)C1O (stereo unspecified),1,5,14,-0.2,-16,-5,99,-2.5,0.6,-9,5.2
Cc1cccn2c(=O)nc(SCC(=O)N3CCCC3)nc12,-4,12,18,-3.2,·,-7,92,-3.2,1.9,61,1.9
COC(=O)CCC(C)N1CCC(Oc2ccc(C(=O)N3CCCC3)cc2)CC1 (stereo unspecified),-2,-1,14,1.3,15,-15,·,-2.7,-0.1,-19,0.4
Cc1cccc(C)c1Nc1nnc(SCc2cn3cccc(C)c3n2)s1,2,-1,-8,3.6,-23,-4,105,1.2,4.9,91,2.4
CN1c2ccccc2N(C)C1c1c(O)ccc2ccccc12,1,-5,-21,-3.7,·,-46,109,3.9,0.6,5,1.2
O=C(Nc1ccc(S(=O)(=O)Nc2cnc3ccccc3n2)cc1)c1ccc(Cl)cc1Cl,·,·,·,-0.2,·,·,98,·,0.5,5,0.9
COCCNC(=O)c1onc(CSc2ccc(Cl)cc2)c1C(=O)O,10,-5,12,3.4,22,-29,96,-2.1,2.9,9,1.0
COCCn1c(SCC(=O)Nc2ccc(NC(=O)c3ccco3)c(OC)c2)nc2ccccc2c1=O,-8,-3,-10,1.4,-8,19,102,1.6,2.2,-9,2.6
CCCC1(C(=O)OC)NC(c2cccc(F)c2)C2C(=O)N(CC)C(=O)C21 (stereo unspecified),-3,-10,14,0.2,·,7,99,-2.4,2.0,-12,0.4
NC(N)=Nc1nc(C2COc3ccccc3O2)cs1 (stereo unspecified),1,0,-6,0.5,0,-18,106,0.9,6.4,10,-0.2
COc1cccc(-n2nc(C(=O)NCC3CCCO3)c3ccccc3c2=O)c1 (stereo unspecified),5,10,14,-0.5,-31,4,·,-2.5,-0.2,3,2.9
CCOc1cc(C)nc(NCc2ccccc2)n1,-7,-7,4,-1.7,2,-27,103,-0.8,4.8,-22,2.5
COc1ccccc1NC(=O)/C=C/c1cc([N+](=O)[O-])ccc1OC(F)F,1,13,-12,0.3,-50,-6,99,2.2,2.0,479,-0.8
CCCCN(C)CCCNC(=O)c1ccc2c(c1)N(CC)C(=O)c1ccccc1S2=O (stereo unspecified),2,-11,0,1.5,6,-8,98,0.0,-1.0,178,-1.0
COc1ccc(CNC(=O)COC(=O)CCCOc2ccc(Cl)cc2Cl)cc1OC,3,9,15,-2.2,-3,27,117,-2.9,0.8,44,2.2
CSc1ncccc1C(=O)OCC(=O)NCCC1=CCCCC1,2,-7,5,-2.1,·,0,94,-0.9,3.0,17,-2.0
CCN(CC)CC(O)CN1c2ccccc2Sc2ccccc21 (stereo unspecified),-1,3,12,3.2,6,4,122,-2.7,3.9,110,1.3
Cc1nc2ccc(S(=O)(=O)NC(C(=O)NCc3ccc4c(c3)OCO4)C(C)C)cc2s1 (stereo unspecified),-2,-1,-1,-0.8,-6,5,102,0.3,1.2,403,5.4
O=C(COC(=O)Cc1c(F)cccc1Cl)NCc1ccc2c(c1)OCO2,0,-8,2,-0.4,-23,0,83,-0.3,0.8,7,1.6
COCCSc1nc2c(c(=O)[nH]c(=O)n2C)n1CCC(C)C,4,-4,17,2.0,2,-11,109,-3.4,1.8,203,0.7
c1ccc(Oc2cccc(Oc3ccccc3)n2)cc1,-6,-8,-15,4.0,-8,15,·,3.0,2.9,-13,5.1
Cc1c(C(=O)c2ccc3c(c2)OCO3)ccc2c1OCO2,-3,-11,14,·,0,13,91,-2.8,2.8,·,·
CCNc1nc(Oc2ccc(C#N)cc2)cc(C(F)(F)F)n1,2,0,-44,-1.4,-22,-7,105,7.6,5.0,6,2.2
COc1ccc(S(=O)(=O)N2CCC(C(=O)N[C@@H](C)C(=O)NCc3ccncc3)CC2)cc1,1,2,12,-0.8,-2,-7,87,-2.4,3.7,10,-2.3
NC(=O)c1cccc(-c2noc(-c3ccccc3F)n2)c1,-3,2,14,-0.6,-15,-29,100,-2.6,2.6,-15,-0.2
CC(C)(C)c1ccc(COn2ccnc2)cc1,-1,2,20,0.5,18,3,98,-3.9,0.8,-8,-2.6
CCN1C(C)=C(C)S/C1=C1\SC(=S)N(N)C1=O,-1,9,12,-1.8,-9,-32,97,-2.4,4.4,·,2.4
CC1=C(C)CS(=O)N(c2ccc(S(N)(=O)=O)cc2)C1 (stereo unspecified),-4,-5,-16,-1.8,-7,-2,·,2.6,1.9,·,0.5

# Remaining list, next part
smiles,HTR5A ag,PKA-R1A act,OPRM1-OPRD1 inv,E coli growth,PfHsp90 yeast 2,HTR5A inv ag,Pemphigus Ab inh,OPRM1-OPRD1 ag,phage Ecoli inh,Mot1-301 SUMO,AddAB inh
O=C(CSc1ccccc1)Nc1cccnc1,1,6,-1,-0.5,-9,16,97,0.3,2.4,-5,1.4
CCn1c(COc2ccc(C)cc2)nnc1SCC(=O)C(C)(C)C,0,9,-4,-0.5,39,-15,·,0.9,3.4,-19,2.1
Cn1c(=O)c2c(ncn2CC(=O)N/N=C/c2cn[nH]c2-c2ccc(F)cc2)n(C)c1=O,·,-4,·,2.2,7,·,100,·,0.9,4,2.8
C/C(CCC(C)C)=N\Nc1cc(C)c2ccccc2n1,-3,-6,-5,-1.3,-11,15,109,1.1,0.3,-16,-1.1

# A different layout for part of the listing above.
# Below each SMILES: HTR5A ag	PKA-R1A act	OPRM1-OPRD1 inv	E coli growth	PfHsp90 yeast 2	HTR5A inv ag	Pemphigus Ab inh	OPRM1-OPRD1 ag	phage Ecoli inh	Mot1-301 SUMO	AddAB inh
COc1ccc(S(=O)(=O)N2CCC(C(=O)N[C@@H](C)C(=O)NCc3ccncc3)CC2)cc1
    1	2	12	-0.8	-2	-7	87	-2.4	3.7	10	-2.3
NC(=O)c1cccc(-c2noc(-c3ccccc3F)n2)c1
    -3	2	14	-0.6	-15	-29	100	-2.6	2.6	-15	-0.2
CC(C)(C)c1ccc(COn2ccnc2)cc1
    -1	2	20	0.5	18	3	98	-3.9	0.8	-8	-2.6
CCN1C(C)=C(C)S/C1=C1\SC(=S)N(N)C1=O
    -1	9	12	-1.8	-9	-32	97	-2.4	4.4	·	2.4
CC1=C(C)CS(=O)N(c2ccc(S(N)(=O)=O)cc2)C1 (stereo unspecified)
    -4	-5	-16	-1.8	-7	-2	·	2.6	1.9	·	0.5
O=C(CSc1ccccc1)Nc1cccnc1
    1	6	-1	-0.5	-9	16	97	0.3	2.4	-5	1.4
CCn1c(COc2ccc(C)cc2)nnc1SCC(=O)C(C)(C)C
    0	9	-4	-0.5	39	-15	·	0.9	3.4	-19	2.1
Cn1c(=O)c2c(ncn2CC(=O)N/N=C/c2cn[nH]c2-c2ccc(F)cc2)n(C)c1=O
    ·	-4	·	2.2	7	·	100	·	0.9	4	2.8
C/C(CCC(C)C)=N\Nc1cc(C)c2ccccc2n1
    -3	-6	-5	-1.3	-11	15	109	1.1	0.3	-16	-1.1
